Screening results as filed in PubChem.
JMJD2A Tudor inh = qHTS Assay for Inhibitors of JMJD2A-Tudor Domain; Lysine-specific demethylase 4A (Homo sapiens), O75164; AlphaScreen JMJD2A-Tudor / H3K4me3 peptide binding; Potency, µM (series often up to 114 µM), for the others: top-dose activity change, negative = inhibition, hits mostly inhibitors; actives 4.4% (n = 390,000); AID 504339, 2011; note: potency is the fitted concentration of half-maximal effect; % is set by controls: 0 for no effect and ±100 for the full control effect; nearly all actives have a fitted effect of over 50% in size
HP1b binding inh = HTS for Inhibitors of HP1-beta Chromodomain Interactions with Methylated Histone Tails. AlphaScreen HP1-beta / biotin-H3K9me3 peptide binding. actives 0.56% (n = 390,000). Potency, µM (highest dose often 114 µM), inactives show top-dose activity change, negative = inhibition, actives largely listed as inhibitors. Chromobox protein homolog 1 (Homo sapiens), P83916; note: potency is the fitted concentration of half-maximal effect; nearly all actives have a fitted effect of over 70% in size; inactives centre near 23
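AlphaScreen: HP1-beta (50 nM) preformed 30 min with biotin-H3(1-18)K9me3 peptide (50 nM) in PBS pH 7.4, 0.01% Tween-20. Compound added for 30 min at RT, then streptavidin donor/nickel chelate acceptor beads (10 ug/mL) for 30 min.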
ERG Ets-DNA blk = qHTS for Small Molecule Inhibitors of the ERG Ets/DNA interaction. fluorescence polarization, His-ERG Ets domain / labelled DNA. Transcriptional regulator ERG (Homo sapiens), P11308. actives 0.028% (n = 370,000). AID 624246, 2012. Potency, µM (doses to about 76.9 µM), for the others: at the top dose FP activity, negative = inhibition, hits mostly inhibitors; active = well fitted inhibition curve with a large enough effect in the polarisation, with a control signal flat; inconclusive = small, poorly fitted or top-dose-only effect, or effect the other way, or a change in a side signal; inactive = no such curve, though single readings can be large or run the other way; the % refers to the polarisation;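 note: polarization taken with two DNA probes labelled with fluorescein and Texas red; potency is the fitted concentration of half-maximal effect; % of control where 0% means no effect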
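His-tagged ERG Ets domain (1 uM in the protein solution; 300mM KCl, 50mM Tris-HCl, 1mM EDTA, 1mM DTT, pH 7.5) received compound, then a probe mix of 5 nM fluorescein-DNA and 100nM Texas-615-DNA. Fluorescence polarization was read for both dyes.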
ALOX12 inh = Primary qHTS assay for inhibitors of human arachidonate 12S-lipoxygenase (ALOX12): Round 2. actives 1.1% (n = 580,000). Potency, µM (series often up to 108 µM), for inactives: at the top dose activity change, negative = inhibition, actives largely listed as inhibitors. purified 12hLO, xylenol orange hydroperoxide absorbance; note: potency is the fitted concentration of half-maximal effect; % is set by controls: 0 for no effect and ±100 for the full control effect
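Purified human 12hLO (150 nM final) in 25 mM Hepes, 0.01% Triton X-100, pH 7.0 was preincubated 15 min at room temperature with compound. Then 40 uM arachidonic acid was added, 30 min. Hydroperoxide was read by Fe-XO absorbance ratio 573/405 nm.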
RGS4 inh = Inhibitors of Regulator of G Protein Signaling (RGS) 4: qHTS | Regulator of G-protein signaling 4 (Homo sapiens), P49798 | Transcreener GDP fluorescence polarization, RGS4-accelerated GTP hydrolysis | Potency, µM (series often up to 114 µM), for the others: at the highest dose activity change, negative = inhibition, most hits filed as inhibitors | actives 0.039% (n = 390,000) | AID 504845, 2011; note: potency is the fitted concentration of half-maximal effect; % is set by controls: 0 for no effect and ±100 for the full control effect; nearly all actives have a fitted effect of over 75% in size; some results filed as inactive show a strong effect at the top dose
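MLSMR compounds (23 nl, pin-transferred) preincubated 10 min at room temperature with a 500nM (2x) first reagent, then RGS4 at 900nM (2x) plus Transcreener GDP mix added; fluorescence polarization (620/688 nm) read before and after 90 min at 30 °C.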
BAZ2B inh = qHTS Assay for Inhibitors of BAZ2B | Potency, µM (top dose mostly 114 µM), without a hit: at the top dose activity change, negative = inhibition, most hits filed as inhibitors | Bromodomain adjacent to zinc finger domain protein 2B (Homo sapiens), Q9UIF8 | AID 504333, 2011 | AlphaScreen BAZ2B-H3K14Ac peptide displacement | actives 4.4% (n = 360,000); note: potency is the fitted concentration of half-maximal effect; % is set by controls: 0 for no effect and ±100 for the full control effect; nearly all actives have a fitted effect of over 60% in size
Target sequence (Q9UIF8 whole entry, looked up, the tested form may be a part): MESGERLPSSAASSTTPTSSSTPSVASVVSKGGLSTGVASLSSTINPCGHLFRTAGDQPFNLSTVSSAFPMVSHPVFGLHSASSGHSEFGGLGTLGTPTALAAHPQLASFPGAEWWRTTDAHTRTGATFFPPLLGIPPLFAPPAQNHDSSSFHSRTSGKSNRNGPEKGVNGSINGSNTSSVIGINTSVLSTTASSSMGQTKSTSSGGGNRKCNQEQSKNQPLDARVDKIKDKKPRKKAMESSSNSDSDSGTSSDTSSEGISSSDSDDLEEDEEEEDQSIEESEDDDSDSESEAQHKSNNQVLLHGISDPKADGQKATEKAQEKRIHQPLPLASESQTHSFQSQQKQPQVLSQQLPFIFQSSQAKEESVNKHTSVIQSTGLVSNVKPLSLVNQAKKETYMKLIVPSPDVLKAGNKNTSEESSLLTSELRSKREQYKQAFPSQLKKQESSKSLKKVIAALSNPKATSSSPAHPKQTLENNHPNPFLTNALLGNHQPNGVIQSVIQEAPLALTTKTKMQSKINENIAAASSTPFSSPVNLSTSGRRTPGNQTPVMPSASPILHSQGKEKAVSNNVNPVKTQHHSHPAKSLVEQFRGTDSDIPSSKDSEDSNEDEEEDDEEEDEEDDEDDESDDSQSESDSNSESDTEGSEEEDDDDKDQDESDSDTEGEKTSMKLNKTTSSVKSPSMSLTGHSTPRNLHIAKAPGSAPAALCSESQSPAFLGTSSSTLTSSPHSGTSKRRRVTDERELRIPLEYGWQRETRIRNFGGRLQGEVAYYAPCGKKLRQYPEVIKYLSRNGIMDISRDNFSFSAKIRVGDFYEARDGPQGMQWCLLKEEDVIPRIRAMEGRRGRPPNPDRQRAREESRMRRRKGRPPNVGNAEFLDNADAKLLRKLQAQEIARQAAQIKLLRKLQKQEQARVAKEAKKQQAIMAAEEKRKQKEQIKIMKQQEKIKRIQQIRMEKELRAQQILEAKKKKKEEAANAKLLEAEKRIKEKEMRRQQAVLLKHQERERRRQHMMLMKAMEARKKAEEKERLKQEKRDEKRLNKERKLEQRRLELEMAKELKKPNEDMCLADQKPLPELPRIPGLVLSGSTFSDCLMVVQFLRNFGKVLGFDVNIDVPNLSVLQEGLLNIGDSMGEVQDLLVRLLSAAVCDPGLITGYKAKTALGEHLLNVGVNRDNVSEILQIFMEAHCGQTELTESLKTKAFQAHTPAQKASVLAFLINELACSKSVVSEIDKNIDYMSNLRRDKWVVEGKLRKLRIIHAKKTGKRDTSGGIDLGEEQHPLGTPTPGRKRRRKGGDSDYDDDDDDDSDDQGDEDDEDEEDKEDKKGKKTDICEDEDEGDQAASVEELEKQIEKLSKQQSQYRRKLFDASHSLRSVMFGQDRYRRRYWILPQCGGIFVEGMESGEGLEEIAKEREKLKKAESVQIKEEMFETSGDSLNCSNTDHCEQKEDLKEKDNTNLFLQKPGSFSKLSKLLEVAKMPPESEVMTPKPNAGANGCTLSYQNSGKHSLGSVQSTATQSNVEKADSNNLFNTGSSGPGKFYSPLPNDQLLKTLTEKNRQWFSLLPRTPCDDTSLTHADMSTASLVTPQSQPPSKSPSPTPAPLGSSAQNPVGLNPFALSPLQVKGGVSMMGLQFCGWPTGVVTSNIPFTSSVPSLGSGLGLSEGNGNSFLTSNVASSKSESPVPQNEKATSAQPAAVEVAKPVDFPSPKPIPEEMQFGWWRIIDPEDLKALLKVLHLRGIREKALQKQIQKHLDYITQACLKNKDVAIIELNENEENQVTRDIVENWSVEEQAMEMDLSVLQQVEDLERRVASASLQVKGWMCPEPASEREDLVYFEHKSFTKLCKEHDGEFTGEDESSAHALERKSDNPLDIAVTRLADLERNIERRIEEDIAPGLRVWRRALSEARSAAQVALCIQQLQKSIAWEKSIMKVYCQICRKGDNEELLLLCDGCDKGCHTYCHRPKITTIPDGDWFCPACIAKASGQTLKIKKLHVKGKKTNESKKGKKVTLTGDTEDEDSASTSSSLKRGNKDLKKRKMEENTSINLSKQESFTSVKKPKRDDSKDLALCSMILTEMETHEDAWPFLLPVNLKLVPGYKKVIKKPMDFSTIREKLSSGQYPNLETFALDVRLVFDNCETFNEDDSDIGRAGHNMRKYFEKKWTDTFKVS
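BAZ2B (50 nM) with biotin-H3(5-23)K14Ac peptide (50 nM) in PBS pH 7.4, 0.01% Tween-20, preformed 30 min, then compound 30 min at room temperature; top concentration 110uM. AlphaScreen streptavidin donor/nickel chelate acceptor beads (10 ug/mL final), 20 min dark, signal read.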
PI4K2A inh = qHTS for small molecular inhibitors of PI4K2A; activity change, negative = inhibition, % at 76.9 µM; purified PI4K2A, ADP-Glo luminescence, 1 h; stronger effect = lower value; actives 0.13% (n = 420,000); Phosphatidylinositol 4-kinase type 2-alpha (Homo sapiens), Q9BTU6; in the data active = activity change below about -50%; inconclusive = mostly about -30% to -49%;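 note: -100% = wells without enzyme as full effect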
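In this quantitative HTS, ADP production by PI4K2A was quantified luminescently after 1 h at ambient temperature; 100 microM adenosine served as plate-quality control.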
GLS inhibitor = qHTS for Inhibitors of Glutaminase (GLS); GLS enzymatic activity, qHTS titration; Potency, µM (series often up to 45.5 µM), for inactives: at the highest dose activity change, negative = inhibition, most hits filed as inhibitors; actives 0.21% (n = 410,000); note: potency is the fitted concentration of half-maximal effect; % is set by controls: 0 for no effect and ±100 for the full control effect
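Glutamate formation by hKGA was monitored fluorometrically using coupled glutamate oxidase, HRP and Amplex Red. Substrate was added as 1 mM L-glutamine solution; incubation was 30 min at RT after an initial read.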
G9a inh = qHTS Assay for Inhibitors of Histone Lysine Methyltransferase G9a; actives 8.8% (n = 350,000); G9a H3K9 monomethylation, AlphaScreen, 2 h; Potency, µM (series often up to 102 µM), for inactives: at the top dose activity, negative = inhibition, most hits filed as inhibitors; AID 504332, 2011; note: potency is the fitted concentration of half-maximal effect; % is set by controls: 0 for no effect and ±100 for the full control effect; nearly all actives have a fitted effect of over 75% in size
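AlphaScreen read-out: biotin-H3K9 peptide (500 nM) methylation by 20 nM enzyme with 20 uM SAM, 2 h at room temperature after 15 min compound preincubation; anti-monomethyl H3K9 antibody plus donor/acceptor beads, 10 min dark.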
Starred values were filed as active, the others as inactive; ? = inconclusive; / = no result given; & = joins results of further samples; [ ] = remark or other dose. Unless noted, calls come from the whole dose curve; as a rule, active = well fitted curve in the direction sought with a large enough effect; inconclusive = small, poorly fitted or top-dose-only effect, or another doubt; inactive = no such curve, though single readings can be large; an effect the other way counts as inactive or inconclusive.

cpd	JMJD2A Tudor inh	HP1b binding inh	ERG Ets-DNA blk	ALOX12 inh	RGS4 inh	BAZ2B inh	PI4K2A inh	GLS inhibitor	G9a inh	mol
1	-14.0%	21.5%	-9.5%	-24.8%	6.6%	-6.6%	-3.4	-1.1%	4.8%	CC(C)CC(NC(=O)C1CCCCC1)C(=O)N1CCN(c2ccccn2)CC1 (stereo unspecified)
2	-8.3%	44.1%[activator]	2.5%	9.8%	0.5%	4.1%	0.4	6.4%	/	CCOc1ccc(NC(=O)CNC(=O)c2ccco2)cc1
3	-25.3%&-26.3%	18.9%&14.3%	-3.3%&3.0%	-11.0%&-18.2%	-16.1%&21.7%	?	-14.7&-3.9	-2.1%&17.1%	4.3%	COc1ccccc1N1CCN(C(=O)CNS(=O)(=O)c2ccc(Br)s2)CC1
4	-15.5%	1.4%	-1.1%	-12.4%	12.8%	0.2%	2.5	7.7%	-4.5%	CN(C)C1(CNC(=O)CC(NC(=O)c2ccccc2Cl)c2ccccc2)CCCCC1 (stereo unspecified)
5	-8.1%	38.9%[activator]	-3.1%	16.2%	-6.0%	8.1%	-2.2	1.8%	-7.2%[2.33 µM]	Cc1cc(C(=O)Nc2ccccc2N2CCOCC2)no1
6	?	10.9%	18.0%	?	-1.6%[11.4 µM]	?	10.4	-12.5%	12.6µM*	COc1cc2ccccc2cc1C(=O)N(CCN(C)C)c1nc2c(C)cccc2s1
7	-10.0%	21.0%	7.5%	0.0%	13.7%	-2.3%	-0.3	0.4%	15.8%	CNS(=O)(=O)c1cccc(C(=O)OCC(=O)NCc2ccccc2)c1
8	-11.5%	37.9%	-11.4%	3.0%	49.4%[11.4 µM]	-5.5%	-5.5	7.9%	/	CCOC(=O)C1CCN(S(=O)(=O)c2ccc3c(c2)NC(=O)CS3)CC1
9	-12.3%	8.8%	-7.4%	3.4%	-6.0%	8.5%	-1.8	0.5%	-5.7%	Cc1ccc(-n2c(C)nnc2SCC(=O)N2CCOCC2)cc1
10	-8.3%	25.5%	1.4%	0.6%	-31.1%	1.1%	1.4	0.2%	-3.8%	O=C(NC1CCCCC1)c1cc(-c2ccco2)on1
11	-9.7%	54.0%[activator]	9.4%	-12.2%	-11.8%	-2.7%	-8.7	0.0%	?	Fc1cccc(C2NN=C(c3ccccc3)S2)c1 (stereo unspecified)
12	-23.1%	25.6%	-0.3%	0.0%	2.4%	/	2.1	9.0%	-10.4%[59 µM]	CC(C)c1c(O)nc(SCCC(=O)O)[nH]c1=O
13	-13.1%	17.9%	3.9%	-6.4%	-10.2%	1.1%	0.5	-15.9%	?	CC(=O)N1CCN(S(=O)(=O)c2cccc(C(=O)OCc3ccc(C(C)(C)C)cc3)c2)CC1
14	-18.8%	46.5%[activator]	-3.2%	-11.2%	18.0%	-24.1%	-1.7	11.6%	3.5%	Cc1cccc(C(=O)N/N=C2\CS(=O)(=O)N(C)c3ccsc32)c1
15	-8.7%	30.6%	2.4%	-0.1%	-2.9%	-30.4%	2.1	2.6%	29.7%[12.7 µM]	CCCC(=O)Nc1cc(OC)c(C(=O)OC)cc1Cl
16	-4.3%	56.2%[activator]	-18.9%	137.6%[activator]	-15.0%	0.9%	-0.3	1.7%	6.9%[59 µM]	O=C(Nc1ccc(S(=O)(=O)Nc2ncccn2)cc1)c1ccccc1Br
17	7.2%	27.0%	-0.7%	0.0%	-15.2%	3.8%	10.2	-2.2%	7.8%	CCc1nc2ccccc2n1Cc1cc(=O)n2cc(C)ccc2n1
18	-8.6%	12.2%	-0.3%	-24.1%	32.2%	-29.7%	7.6	4.3%	?	COc1ccc(-c2sccc2C(C)C(=O)O)cc1 (stereo unspecified)
19	3.5%	25.1%	/	284.6%[activator]	-7.5%	/	0.4	8.4%	/	CCOc1ncccc1C(=O)OCC(=O)NCCCc1ccccc1
20	-7.5%	34.9%	7.4%	14.6%	-14.5%	-5.2%	-2.1	-0.6%	/	Cn1c(Nc2cccc(Cl)c2)nc2ccccc21

Down the list, from the results shown.
Nos. 8 to 16 in G9a inh read /, -5.7%, -3.8%, ?, -10.4%[59 µM], ?, 3.5%, 29.7%[12.7 µM], 6.9%[59 µM]
Nos. 8 to 16 in HP1b binding inh read 37.9%, 8.8%, 25.5%, 54.0%[activator], 25.6%, 17.9%, 46.5%[activator], 30.6%, 56.2%[activator]

(cont.)
cpd	JMJD2A Tudor inh	HP1b binding inh	ERG Ets-DNA blk	ALOX12 inh	RGS4 inh	BAZ2B inh	PI4K2A inh	GLS inhibitor	G9a inh	mol
21	-12.7%	7.5%	-3.1%	-2.2%	2.0%	-19.8%	-2.0	-17.5%	5.2%	Cc1ccc2cccc(OCC(=O)N3CC(C)CC(C)C3)c2n1 (stereo unspecified)
22	2.3%	48.5%[activator]	-8.6%	11.6%	-0.4%	8.8%	-0.2	-7.2%	-45.5%	Cc1csc(CN(C)C(=O)C2CCC(=O)N(CCN(C)C)C2)n1 (stereo unspecified)
23	-19.4%	2.1%	-1.8%	360.5%[activator]	-1.6%	?	-2.3	-9.8%	-4.5%	O=C(O)CCC(=O)N1N=C(c2ccccc2)CC1c1ccc(Br)cc1 (stereo unspecified)
24	-6.5%	21.0%	8.9%	?	21.8%	/	-2.4	2.5%	/	COc1ccccc1-c1cccc([C@@H]2C[C@H]3[C@H](CON3C)CN2C(=O)C(C)(C)C)c1
25	-7.1%	54.3%[activator]	10.1%	5.7%	-13.4%	4.3%	-2.1	5.6%	?	CN(C)CCSc1nc(N)c2c3c(sc2n1)COC(C)(C)C3
26	-9.1%	31.8%	-3.4%	7.6%	-0.5%	-1.7%	1.4	-5.4%	?	O=[N+]([O-])c1ccc(NC(=S)N2CCN(c3ccccn3)CC2)cc1
27	-3.5%	-1.9%	6.4%	?	-50.6%	0.8%	-0.3	11.0%	44.7µM*	COc1ccccc1C(=O)NC(=S)Nc1cc(C(=O)O)ccc1C
28	-20.2%	-17.9%	-8.3%	-2.5%	-13.6%	?	-3.1	4.8%	?	O=C(c1cc([N+](=O)[O-])ccc1Cl)N1CCN(c2ccccc2)CC1
29	-9.3%	38.8%	4.2%	-26.1%	1.8%	3.1%	-0.6	-4.2%	5.2%[59 µM]	CC(=O)c1cc(-c2ccccc2)n(CC(=O)NCCc2ccc(C)cc2)c1C
30	-18.7%	8.5%	3.1%	?	4.1%	-10.1%	-0.1	-4.8%	10.2%[59 µM]	CN(C)S(=O)(=O)c1ccc(C(=O)Nc2ccc(-n3nncc3-c3ccccc3)cc2)cc1
31	-25.3%	18.6%	14.2%	-1.3%	-2.2%	/	0.9	-7.8%	/	CC(C)[C@H]1COCCS(=O)(=O)N1Cc1ccccc1-c1cccc2c1oc1ccccc12
32	-13.6%	26.6%	6.6%	12.5%	-31.3%	12.3%	-1.8	-1.0%	-10.7%[59 µM]	Cc1c(NC(=O)C2(C)CCCCC2)c(=O)n(-c2ccccc2)n1C
33	-4.6%	43.7%[activator]	-16.2%	-16.2%	-6.0%	-1.2%	-0.1	-9.8%	21.3%[12.7 µM]	CN(C)S(=O)(=O)c1ccc(Cl)c(C(=O)OCC(=O)NC(=O)NC2CCCC2)c1
34	?	-13.2%	11.6%	?	5.3%	-12.8%	-1.5	6.7%	-44.5%	Cc1ccc(NS(=O)(=O)c2ccc(C(=O)NCC(c3ccco3)N3CCCCC3)cc2)cc1 (stereo unspecified)
35	-0.7%	43.9%[activator]	-0.8%	-9.3%	-2.5%	2.4%	-24.2	-8.0%	-0.8%[59 µM]	COc1cccc2cc(-c3csc(NC(=O)CCC(=O)NCCCN4CCC(C)CC4)n3)c(=O)oc12
36	-10.0%	45.5%[activator]	1.3%	-10.5%	-5.1%	-12.5%	1.8	-0.5%	-34.7%[12.7 µM]	Cn1c(-c2ccc(F)c(F)c2)cc2onc(-c3ccccc3)c2c1=O
37	50.1µM*	?	9.4%	-21.6%	?	-35.8%	-5.1	42.7%[activator]	-30.1%	CCOc1ccc(-c2nnc(-c3ccncc3)o2)cc1
38	?	?	/	?	?	?	-1.9	63.1%[activator]	1µM*	CCOC(=O)c1c(N)ssc1=S
39	-2.8%	23.1%	-7.1%	-26.2%	10.5%	10.6%	3.4	0.9%	?	Cc1cc(=O)oc2cc(NC(=O)C(C)Oc3ccccc3)ccc12 (stereo unspecified)

Exported with values under each structure: entries from further up
Each structure is followed by: JMJD2A Tudor inh, HP1b binding inh, ERG Ets-DNA blk, ALOX12 inh, RGS4 inh, BAZ2B inh, PI4K2A inh, GLS inhibitor, G9a inh
26) O=[N+]([O-])c1ccc(NC(=S)N2CCN(c3ccccn3)CC2)cc1
→ -9.1%, 31.8%, -3.4%, 7.6%, -0.5%, -1.7%, 1.4, -5.4%, ?
27) COc1ccccc1C(=O)NC(=S)Nc1cc(C(=O)O)ccc1C
→ -3.5%, -1.9%, 6.4%, ?, -50.6%, 0.8%, -0.3, 11.0%, 44.7µM*

The list is partial; count on the stated rates, not on these rows.
